Assay outcomes from PubChem BioAssay.
All columns: NCI-60 one-dose screen, growth in % after 48 h at 10 µM unless noted; 100 = growth as untreated, 0 = no growth, -100 = all killed.
MCF7 – MCF7 breast cancer. 82,000 compounds, 6.3% hits
CCRF-CEM – CCRF-CEM leukemia; 77,000 compounds, 7% hits; AID 1794778
SR – SR leukemia cells; 73,000 compounds, 8.7% hits; AID 1794780
MDA-MB-468 – MDA-MB-468 breast cancer. 78,000 compounds, 8.5% hits
MDA-MB-231 – MDA-MB-231 breast cancer; 81,000 compounds, 5% hits; AID 1794789
K-562 – K-562 leukemia | 78,000 compounds, 7.4% hits | AID 1794777
MOLT-4 – MOLT-4 leukemia cells; 80,000 compounds, 6.9% hits
RPMI-8226 – RPMI-8226 leukemia cells. 77,000 compounds, 7.5% hits. AID 1794781
Starred values were filed as active, the others as inactive; [ ] = another dose, or the depositor's remark. How the source made its calls: active means growth percent below 10; inactive means the rest. Compounds were not picked by outcome; overall some 14% were active at least once.

C[C@H](NC(=O)c1ccc2c(-c3ccc(C(F)(F)F)cc3)cccc2c1)c1ccccn1 was read as MCF7 26, CCRF-CEM 39, SR 33, MDA-MB-468 7.7*, MDA-MB-231 60, K-562 21, MOLT-4 19 and RPMI-8226 21.
For CC(=O)Nc1cccc(C(=O)C2=Cc3c(C)c4ccccc4n3Cc3cnnn32)c1 the results were MCF7 95, CCRF-CEM 99, SR 109, MDA-MB-468 105, MDA-MB-231 88, K-562 96, MOLT-4 91 and RPMI-8226 97.
`Cc1c(C)c2c(c(C)c1OCCCC(=O)O)CC[C@@](C)(CCC[C@@H](C)CCC[C@@H](C)CCCC(C)C)O2` gave MCF7 100[50 µM], CCRF-CEM 104[50 µM], SR 110[50 µM], MDA-MB-468 112[50 µM], MDA-MB-231 108[50 µM], K-562 102[50 µM], MOLT-4 104[50 µM] and RPMI-8226 106[50 µM].
Screening CSc1nc(-c2cccc(N)c2)c(C#N)c(=O)n1C returned MCF7 91, CCRF-CEM 101, MDA-MB-468 102, MDA-MB-231 96, K-562 94, MOLT-4 100 and RPMI-8226 97.
For Cc1nc(N)[nH]c(=O)c1Br the results were MCF7 97, CCRF-CEM 103, SR 82, MDA-MB-468 109, MDA-MB-231 113, K-562 99, MOLT-4 90 and RPMI-8226 104.
Cc1cccc(OCC(O)CN2CCN(c3cccc(Cl)c3)CC2)c1 (configuration not stated) was read as MCF7 98, CCRF-CEM 126, MDA-MB-468 100, MDA-MB-231 98, K-562 112, MOLT-4 91 and RPMI-8226 119.
`O=C(CN1C(=O)/C(=C/c2ccco2)SC1=S)NCCc1c[nH]c2ccc(Cl)cc12` gave MCF7 94, CCRF-CEM 98, SR 102, MDA-MB-468 100, MDA-MB-231 122, K-562 97, MOLT-4 98 and RPMI-8226 100.
`NS(=O)(=O)c1ccc(NC(=O)CSc2nc3ccccc3c(=O)n2-c2ccccc2)cc1` gave MCF7 96, CCRF-CEM 98, SR 92, MDA-MB-468 99, MDA-MB-231 92, K-562 92, MOLT-4 99 and RPMI-8226 99.
Clc1ccccc1CNc1c2ccccc2nc2ccccc12 was read as MCF7 -0.2*, CCRF-CEM 11, SR 0.5*, MDA-MB-468 -28*, MDA-MB-231 29, K-562 5.3*, MOLT-4 5.1* and RPMI-8226 -27*.
`CC(C)=CCC/C(C)=C/CC/C(C)=C/CSC[C@H](NC(=O)CCCCCN1CCN(C)CC1)C(=O)NC1CCCCCC1` gave MCF7 7.4*, CCRF-CEM 20, SR -20*, MDA-MB-468 48, MDA-MB-231 -89*, K-562 -17*, MOLT-4 38 and RPMI-8226 52.
`CN(NC1OC(=O)c2ccccc21)c1ccc(C(F)(F)F)cc1[N+](=O)[O-]` (configuration not stated) gave MCF7 83, CCRF-CEM 77, MDA-MB-468 86, K-562 103, MOLT-4 107 and RPMI-8226 75.
For CCn1c(SCC(=O)c2ccccc2)nnc1-c1ccncc1 the results were MCF7 100, CCRF-CEM 104, SR 97, MDA-MB-468 99, MDA-MB-231 101, K-562 93, MOLT-4 101 and RPMI-8226 98.
Screening CC1(C)C(=O)CC[C@]2(C)[C@H]3CC=C4[C@@H]5C[C@@](C)(C(N)=O)CC[C@]5(C)CC[C@@]4(C)[C@]3(C)CC[C@@H]12 returned MCF7 84, CCRF-CEM 92, SR 80, MDA-MB-468 92, MDA-MB-231 95, K-562 99, MOLT-4 88 and RPMI-8226 92.
Screening O=C1c2c(nc3ccccn23)N=C(c2ccccc2)N2CCC[C@@H]12 returned MCF7 93, CCRF-CEM 104, SR 118, MDA-MB-468 101, MDA-MB-231 95, K-562 124, MOLT-4 111 and RPMI-8226 97.
Screening CC(C)(C)OC(=O)n1cc(-c2nc(-c3ccsc3)cs2)c2ccccc21 returned MCF7 79, SR 89, MDA-MB-468 94, MDA-MB-231 81, K-562 108 and MOLT-4 91.
Screening C=C(C)[C@@H]1CC=C2c3sc(Nc4cccc(C(F)(F)F)c4)nc3C[C@@H](C)[C@]2(C)C1 returned MCF7 84, CCRF-CEM 72, MDA-MB-468 105, MDA-MB-231 97, K-562 75, MOLT-4 78 and RPMI-8226 91.
Screening COc1nc2nc(-c3cc4ccccc4[nH]c3=O)[nH]c2c(=O)n1C returned MCF7 86, CCRF-CEM 95, SR 85, MDA-MB-468 91, MDA-MB-231 108, K-562 108, MOLT-4 112 and RPMI-8226 110.
Screening Cc1nnc(-n2c(O)cc(=O)n(-c3ccccc3)c2=S)nc1/C=C/c1ccc(N(C)C)cc1 returned MCF7 22, CCRF-CEM 53, SR 36, MDA-MB-468 26, MDA-MB-231 46, K-562 30, MOLT-4 56 and RPMI-8226 16.
`Cc1nn2c(c1Br)NC=C(C(=O)c1ccccc1O)C2C(C)C` (configuration not stated) gave MCF7 94, CCRF-CEM 89, SR 74, MDA-MB-468 63, MDA-MB-231 104, K-562 93, MOLT-4 62 and RPMI-8226 63.
Screening CN(/N=C\c1ccc([N+](=O)[O-])cc1)c1ccccn1 returned MCF7 94, CCRF-CEM 99, SR 120, MDA-MB-468 99, MDA-MB-231 104, K-562 106, MOLT-4 98 and RPMI-8226 88.
`O=[N+]([O-])c1ccc(Nc2ccc(N=Cc3ccccc3O)cc2)c2nonc12` gave MCF7 84, CCRF-CEM 102, SR 101, MDA-MB-468 102, MDA-MB-231 108, K-562 102, MOLT-4 96 and RPMI-8226 86.
`O=[N+]([O-])c1cccc(-c2nc3sccn3c2-c2ccnc(NCCCNS(=O)(=O)c3cccc(F)c3)n2)c1` gave MCF7 -19*, CCRF-CEM 3.0*, SR 13, MDA-MB-468 -14*, MDA-MB-231 48, K-562 4.3*, MOLT-4 -34* and RPMI-8226 -32*.
`Cc1cc(Cl)nc(Nc2ccccc2)n1` gave MCF7 94, CCRF-CEM 99, SR 98, MDA-MB-468 105, MDA-MB-231 105, K-562 80, MOLT-4 95 and RPMI-8226 117.
Clc1cccc(/C=C/c2nn3c(-c4ccncc4)nnc3s2)c1 was read as MCF7 75, CCRF-CEM 104, MDA-MB-468 93, MDA-MB-231 96 and RPMI-8226 100.
Screening CCOC(=O)/C=C(/C)c1c(C)[nH]c2ccccc12 returned MCF7 85, CCRF-CEM 85, SR 43, MDA-MB-231 101, MOLT-4 70 and RPMI-8226 92.
For C=CCN1C(=O)c2cccc3c(-c4ccc(-c5nc6c7ccccc7c7ccccc7c6[nH]5)cc4)ccc(c23)C1=O the results were MCF7 89, CCRF-CEM 97, SR 94, MDA-MB-468 123, MDA-MB-231 107, K-562 90, MOLT-4 90 and RPMI-8226 106.
Screening Cc1c2ccccc2c(C)c2c1cc(Br)c1ccccc12 returned MCF7 56, CCRF-CEM 99, MDA-MB-468 71, MDA-MB-231 76, K-562 88, MOLT-4 94 and RPMI-8226 74.
Screening Cc1cccc(C/C=C/C(=O)c2ccc3c(c2)Nc2ccccc2S3)c1 returned MCF7 71, CCRF-CEM 97, SR 78, MDA-MB-468 73, MDA-MB-231 84, K-562 83, MOLT-4 94 and RPMI-8226 96.
For CN(C)c1ccc(/C=N/Nc2nc(N/N=C/c3ccc(N(C)C)cc3)nc(N3CCCCC3)n2)cc1 the results were MCF7 31, CCRF-CEM 26, SR -14*, MDA-MB-468 36, MDA-MB-231 69, K-562 3.1*, MOLT-4 12 and RPMI-8226 33.
CCOC(=O)CSc1ncnc2c1c(-c1ccccc1)cn2-c1ccc(C)cc1 was read as MCF7 97, CCRF-CEM 97, SR 99, MDA-MB-468 98, MDA-MB-231 89, K-562 79, MOLT-4 97 and RPMI-8226 87.
`CNC(=O)OCc1nc(SC)n(C)c1COC(=O)NC` gave MCF7 96, CCRF-CEM 100, SR 113, MDA-MB-468 101, MDA-MB-231 112, K-562 106, MOLT-4 107 and RPMI-8226 104.
Screening NC(=NCCCOc1ccc(Cl)cc1)Nc1ccc(Cl)cc1 returned MCF7 10, CCRF-CEM 6.0*, SR 4.9*, MDA-MB-468 -15*, MDA-MB-231 -6.2*, MOLT-4 4.8* and RPMI-8226 15.
For CC(C)OC(=O)c1cc(NC(=S)OC(C)C)ccc1Cl the results were MCF7 95, CCRF-CEM 89, SR 70, MDA-MB-231 73, K-562 74, MOLT-4 76 and RPMI-8226 83.
`F[Si]1(c2cccc(Br)c2)c2ccccc2-c2ccccc21` gave MCF7 88, CCRF-CEM 92, SR 75, MDA-MB-468 89, MDA-MB-231 77, K-562 75, MOLT-4 81 and RPMI-8226 75.
For Fc1cccc(CNc2c3ccccc3nc3ccccc23)c1F the results were MCF7 30, CCRF-CEM 62, SR 38, MDA-MB-468 22, MDA-MB-231 58, K-562 43, MOLT-4 28 and RPMI-8226 53.
Screening CC(=O)O[C@H]1[C@H](O[C@H]2[C@@H](O)C[C@@]3(C)C(CC[C@]4(C)C3CC=C3[C@@H]5CC(C)(C)CC[C@]5(C(=O)O[C@H]5OC[C@@H](O)[C@H](O[C@@H]6O[C@@H](C)[C@H](OC7OC[C@@H](O)[C@H](O)[C@H]7O[C@@H]7O[C@@H](C)[C@H](O)[C@@H](O[C@@H]8OC[C@](O)(CO)[C@H]8O)[C@H]7O)[C@@H](O)[C@H]6O)[C@H]5O)[C@H](O)C[C@]34C)[C@]2(C)C(=O)O)O[C@H](CO)[C@@H](O)[C@@H]1O (some centres not stated) returned MCF7 94, CCRF-CEM 106, SR 83, MDA-MB-468 110, MDA-MB-231 105, K-562 114, MOLT-4 102 and RPMI-8226 95.
For c1ccc(Cn2cc3c(c2-c2ccccc2)CCc2cnoc2-3)cc1 the results were MCF7 51, CCRF-CEM 48, SR 37, MDA-MB-468 67, MDA-MB-231 87, K-562 16, MOLT-4 58 and RPMI-8226 47.
CCC(C)(C)C(=O)O[C@H]1C[C@@H](C)C=C2C=C[C@H](C)[C@H](CC[C@@H]3CC=CC(=O)O3)[C@H]21 was read as MCF7 37, CCRF-CEM 3.2*, SR 7.5*, MDA-MB-468 52, MDA-MB-231 97, K-562 33, MOLT-4 1.2* and RPMI-8226 -17*.
`COc1ccc2[nH]c(=O)cc(-n3ncc(C#N)c3N)c2c1` gave MCF7 96, CCRF-CEM 107, SR 110, MDA-MB-468 125, MDA-MB-231 113, K-562 109, MOLT-4 120 and RPMI-8226 110.
Screening CCN(CC)CCNC(=O)c1cc(S(C)(=O)=O)ccc1OC returned MCF7 103, CCRF-CEM 104, SR 97, MDA-MB-468 109, MDA-MB-231 111, K-562 95, MOLT-4 94 and RPMI-8226 106.
Cc1cc(C)c2c(/C=N\Nc3nc(-c4ccc(Cl)cc4Cl)cs3)cc(=O)oc2c1 was read as MCF7 90, CCRF-CEM 94, SR 75, MDA-MB-468 98, MDA-MB-231 112, K-562 80, MOLT-4 81 and RPMI-8226 107.
For CN(C)c1ccc(CN2CCCCC2)cc1 the results were MCF7 96, SR 83, MDA-MB-468 121, MDA-MB-231 100, K-562 80 and MOLT-4 92.
For COc1ccc(COc2cc3oc(=O)c4cc(C(C)O)ccc4c3cc2OC)cc1 (configuration not stated) the results were MCF7 46, CCRF-CEM 77, SR 19, MDA-MB-468 41, MDA-MB-231 67, K-562 20, MOLT-4 55 and RPMI-8226 68.

For reference, part of the list above.
For CN(C)c1ccc(CN2CCCCC2)cc1 the results were MCF7 96, SR 83, MDA-MB-468 121, MDA-MB-231 100, K-562 80 and MOLT-4 92.
For COc1ccc(COc2cc3oc(=O)c4cc(C(C)O)ccc4c3cc2OC)cc1 (configuration not stated) the results were MCF7 46, CCRF-CEM 77, SR 19, MDA-MB-468 41, MDA-MB-231 67, K-562 20, MOLT-4 55 and RPMI-8226 68.

A draw from above in order of length of the SMILES, largest number first:
Cc1cc(C)c2c(/C=N\Nc3nc(-c4ccc(Cl)cc4Cl)cs3)cc(=O)oc2c1 was read as MCF7 90, CCRF-CEM 94, SR 75, MDA-MB-468 98, MDA-MB-231 112, K-562 80, MOLT-4 81 and RPMI-8226 107.
Screening CCN(CC)CCNC(=O)c1cc(S(C)(=O)=O)ccc1OC returned MCF7 103, CCRF-CEM 104, SR 97, MDA-MB-468 109, MDA-MB-231 111, K-562 95, MOLT-4 94 and RPMI-8226 106.
Screening NC(=NCCCOc1ccc(Cl)cc1)Nc1ccc(Cl)cc1 returned MCF7 10, CCRF-CEM 6.0*, SR 4.9*, MDA-MB-468 -15*, MDA-MB-231 -6.2*, MOLT-4 4.8* and RPMI-8226 15.

Retrieved one by one from the entries so far, 2 records:
For Fc1cccc(CNc2c3ccccc3nc3ccccc23)c1F the results were MCF7 30, CCRF-CEM 62, SR 38, MDA-MB-468 22, MDA-MB-231 58, K-562 43, MOLT-4 28 and RPMI-8226 53.
Screening CCN(CC)CCNC(=O)c1cc(S(C)(=O)=O)ccc1OC returned MCF7 103, CCRF-CEM 104, SR 97, MDA-MB-468 109, MDA-MB-231 111, K-562 95, MOLT-4 94 and RPMI-8226 106.
